DAX1 inh-1 = DAX1 (NR0B1) inhibitors on StAR promoter, primary screen, cell-based, luminescence, SF-1 (NR5A1), full-length DAX-1. HEK293T StAR-luciferase reporter, SF-1/DAX-1 repression relief. inhibition, % at 6.8 µM. actives 1.1% (n = 370,000). AID 652010, 2013;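 active = inhibition above the mean over all tested compounds plus 3 SD, cut at about 3.6% in these data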;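 note: 0% = DAX-1 cells with DMSO and 100% = cells lacking DAX-1 with DMSO; higher inhibition means more luminescence from relief of DAX-1 repression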
SMARCA2 activ = SMARCA2 (BRM) function activators, primary screen, cell-based, luminescence, high throughput; AID 652017, 2013; activation, % at 9.1 µM; MG213 cells, MMTV-luciferase reporter, dexamethasone, overnight; actives 1% (n = 370,000); in the data active = activation above about 7.8%;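 note: 0% = vehicle wells and 100% = reference activator wells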
FXN GAA850 act = FXN promoter activators, primary screen, cell-based, luciferase luminescence, HEK293 lucGAA850; activation, % at 6 µM; HEK293 lucGAA850 FXN promoter luciferase reporter, 24 h; percent of 10 µM SAHA response; actives 0.56% (n = 360,000);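 active = activation above the average of all compounds screened plus 3 SD, cutoff fixed separately per campaign, cut at about 7.5% in these data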;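 note: 0% = DMSO wells and 100% = 10 µM SAHA wells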
ADAM10 inh = human ADAM10 inhibitors, primary screen, biochemical, QFRET, HTS; recombinant ADAM10, EDANS/DABCYL FRET peptide cleavage, 3 h; actives 0.62% (n = 370,000); inhibition, % at 7 µM; Disintegrin and metalloproteinase domain-containing protein 10 (Homo sapiens), O14672;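 active = inhibition above a per-campaign cutoff equal to the mean of compounds falling between control-based bounds plus 3 SD, cut at about 20% in these data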;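 note: 0% = DMSO wells while the 100% control is not disclosed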
hgDAF-12 ag = H. glycines DAF-12 receptor agonists, primary screen, cell-based, luminescence, HEK293, GAL4 fusion, UAS-luciferase; HEK293 GAL4-hgDAF12 UAS-luciferase reporter, agonist luminescence; normalized to butyrate control; activation, % at 6.8 µM; actives 1.8% (n = 370,000);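 active = activation above a cutoff set at the mean of all screened compounds plus 3 SD, cut at about 10% in these data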;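 note: 0% = DMSO wells and 100% = sodium butyrate wells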
DAX1 inh-2 = DAX1 (NR0B1) inhibitors, primary screen, cell-based, HEK293, Gal4-DAX1, luciferase luminescence; HEK293 Gal4-DAX1 luciferase reporter; inhibition, % at 6.75 µM; AID 504766, 2011; actives 0.99% (n = 340,000);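 active = inhibition above the mean over all tested compounds plus 3 SD, cut at about 4.2% in these data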;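 note: 0% = DAX1-transfected cells with DMSO and 100% = empty-vector control cells with DMSO; inhibition shows as a rise in luminescence from relieved DAX1 repression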
Target sequence (P51843 207-470 limits assumed): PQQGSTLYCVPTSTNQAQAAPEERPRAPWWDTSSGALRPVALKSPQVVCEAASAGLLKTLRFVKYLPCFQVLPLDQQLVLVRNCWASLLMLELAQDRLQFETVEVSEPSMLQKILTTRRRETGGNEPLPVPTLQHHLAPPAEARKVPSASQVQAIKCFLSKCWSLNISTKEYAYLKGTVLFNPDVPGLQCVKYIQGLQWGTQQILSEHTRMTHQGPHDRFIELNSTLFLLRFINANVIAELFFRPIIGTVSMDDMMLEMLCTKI
ssDAF-12 act = S. stercoralis DAF-12 nuclear receptor activators, primary screen, cell-based, luminescence, HEK293, GRIP1 co-expression, lit1-tk-luc. activation, % at 6.8 µM. HEK293 ssDAF-12/GRIP1 lit1-tk-luc reporter; % of 3 µM dafachronic acid response. actives 1% (n = 370,000). AID 652126, 2013. Nuclear hormone receptor DAF-12 (Strongyloides stercoralis);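 active = activation above the mean over all tested compounds plus 3 SD, cut at about 0.9% in these data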;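 note: 0% = DMSO-only wells and 100% = 3 µM delta7-dafachronic acid wells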
hcDAF-12 act = H. contortus DAF-12 nuclear receptor activators, primary screen, cell-based, luminescence, HEK293, lit1-tk-luc reporter; HEK293 hcDAF-12 lit1-tk-luc reporter; 0% DMSO, 100% Δ7-dafachronic acid; actives 1.4% (n = 370,000); activation, % at 6.8 µM; AID 652067, 2013;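 active = activation above the mean of all tested compounds plus 3 SD, cut at about 5.5% in these data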;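 note: 100% = response to 3 µM Δ7-dafachronic acid high control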
ADAM17 inh = ADAM17 inhibitors, primary screen, biochemical, QFRET. Disintegrin and metalloproteinase domain-containing protein 17 (Homo sapiens), P78536. actives 0.83% (n = 370,000). inhibition, % at 6.95 µM. recombinant ADAM17, EDANS/DABCYL FRET peptide cleavage. AID 720648, 2013;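 active = inhibition above the mean of compounds lying between control limits plus 3 SD, set per campaign, cut at about 8.5% in these data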;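 note: 0% = DMSO-only wells as the low control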
Target sequence (P78536 215-824 limits assumed): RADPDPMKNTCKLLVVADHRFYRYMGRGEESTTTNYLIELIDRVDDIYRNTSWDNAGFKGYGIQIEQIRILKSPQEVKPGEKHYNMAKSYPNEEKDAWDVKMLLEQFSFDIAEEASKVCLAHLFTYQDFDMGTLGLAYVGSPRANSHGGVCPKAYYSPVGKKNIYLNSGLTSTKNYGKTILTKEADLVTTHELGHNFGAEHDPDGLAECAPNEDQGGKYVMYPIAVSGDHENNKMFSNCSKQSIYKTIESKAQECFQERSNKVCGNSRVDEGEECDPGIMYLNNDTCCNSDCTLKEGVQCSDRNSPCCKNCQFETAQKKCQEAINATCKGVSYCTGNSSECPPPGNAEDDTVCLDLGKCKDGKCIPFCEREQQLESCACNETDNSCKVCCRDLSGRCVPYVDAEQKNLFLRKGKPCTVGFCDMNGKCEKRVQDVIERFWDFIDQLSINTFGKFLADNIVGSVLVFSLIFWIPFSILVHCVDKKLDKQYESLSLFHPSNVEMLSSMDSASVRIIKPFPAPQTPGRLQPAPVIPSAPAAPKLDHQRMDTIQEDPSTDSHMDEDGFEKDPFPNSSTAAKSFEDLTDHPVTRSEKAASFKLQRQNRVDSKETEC
PG9 Ab binder = binders of HIV-1 gp120 antibody PG9, primary screen, biochemical, TR-FRET | TR-FRET gp120-PG9 antibody binding | inhibition, % at 6.7 µM | actives 0.43% (n = 360,000) | AID 624416, 2012; in the data active = inhibition above about 8.5%
GC-A act = GC-A stimulated cGMP production enhancers – HEK293 GC-A cells, cGMP TR-FRET, EC30 ANP, primary screen | Atrial natriuretic peptide receptor 1 (Homo sapiens), P16066 | 0% at EC30 ANP, 100% saturating ANP | activation, % at 10 µM | actives 0.14% (n = 370,000) | AID 1671463, 2021; in the data active = activation above about 40%
An asterisk follows results filed as active; i = inactive; · = not tested or not shown.

SMILES	DAX1 inh-1	SMARCA2 activ	FXN GAA850 act	ADAM10 inh	hgDAF-12 ag	DAX1 inh-2	ssDAF-12 act	hcDAF-12 act	ADAM17 inh	PG9 Ab binder	GC-A act
COC(=O)C1=C(C(=O)c2ccccc2)C(c2ccc(O)c(OC)c2)n2nnnc2N1 (stereo not given)	0.4	3	-0.4	5	0.7	0.9	-1.1	-0.3	0	-0.5	1
NNC(=O)c1cnn(Cc2ccccc2)c1N	0.7	1	-0.6	0	-1.0	0.6	-0.8	-1.1	-3	0.2	2
O=[N+]([O-])c1cccc(/C([O-])=C(/C(=S)Nc2ccccc2F)[n+]2ccccc2)c1	0.0	2	4.9	2	2.4	1.1	-0.6	2.7	0	-1.5	2
COC(=O)[C@@]1(Cc2ccc(OC)cc2)[C@H]2c3cc(C(=O)N4CCCC4)n(CCc4ccc(OC)c(Br)c4)c3C[C@H]2CN1C(=O)c1ccccc1	1.0	-3	·	12	2.1	·	-0.5	3.2	5	-0.8	-2
Cn1c(SCC(=O)c2ccc(F)cc2)nnc1-c1ccccn1	0.4	2	3.0	0	0.0	1.2	-1.7	-0.3	-6	0.0	-1
O=C(Nc1ccccc1N1CCOCC1)c1cccs1	-0.2	4	1.6	0	0.4	-0.7	-1.6	-0.3	-3	-2.2	0
COc1ccc(C)cc1-n1c(SCC(=O)Nc2cc(C)on2)nc2ccccc2c1=O	1.2	-2	-2.9	-5	-3.4	0.4	-2.6	-2.2	-5	0.4	37
CCOC(=O)/C(=N\Nc1ccccc1Cl)N1CCN(c2ccccc2OC)CC1	-0.6	3	0.7	2	4.9	0.4	-1.5	0.6	-1	-3.9	-4
N#Cc1ccccc1S(=O)(=O)N1CCN(C(=O)C2CCC2)CC1	1.8	1	1.1	-3	-1.4	0.5	-0.1	-0.8	0	-0.4	-1
COc1ccc(NC(=O)Cc2cccc3ccccc23)cc1	0.3	-3	1.3	9	0.9	-0.1	-1.1	-0.6	-1	-1.7	2
CC(=O)OCC(=O)Nc1cc(S(=O)(=O)N2CCCCCC2)ccc1Cl	-0.4	-2	0.2	9	-1.3	3.0	-1.2	-1.4	-4	-0.9	1
Cc1cccc(C)c1NC(=O)CNC(=O)C(Cc1ccccc1)NC(=O)c1ccccc1 (stereo not given)	0.8	-2	-3.0	-2	-0.8	-0.5	-0.4	-1.8	0	-2.8	1
Cc1ccc(SC(C)C(=O)O/N=C(\N)c2ccncc2)cc1 (stereo not given)	-2.3	-1	1.6	-6	-1.6	-0.4	-1.2	-1.5	-2	-1.6	-5
COc1ccc(C(=O)NC(=S)N2CCCCC2)cc1[N+](=O)[O-]	-0.1	0	0.9	4	-0.6	-0.3	-0.9	1.5	0	-1.1	-1
C=CC[C@@H](CC(=O)OC(C)(C)C)C(=O)OC[C@@H]1CCCN1C(=O)[C@@H](CC=C)CC(=O)N[C@@H](CO)Cc1ccccc1	-0.1	0	-2.6	-6	-2.0	-0.5	-1.2	-0.1	-3	0.2	-1
O=C(COCc1ccccc1)N1CC[C@H]2[C@H](CCCN2Cc2cc(F)cc(F)c2)C1	-0.1	0	·	-4	3.9	·	-1.2	-0.9	-1	·	5
O=[N+]([O-])c1cc2c(cc1/C=N/n1c(-c3ccccc3)n[nH]c1=S)OCO2	-0.7	-4	2.1	-8	-0.7	-0.7	-1.4	-0.7	-4	3.2	1
Cn1c(SCC(=O)NCCc2ccccc2)ncc(C(=O)Nc2ccc(F)cc2)c1=O	2.4	-2	3.8	2	2.4	0.4	0.9*	2.7	-3	5.6	11
COCCN(C(=O)CSc1n[nH]c(-c2ccccc2)n1)c1c(N)n(Cc2ccccc2)c(=O)[nH]c1=O	1.0	-1	0.9	-2	-1.8	0.8	-0.8	0.2	-2	-0.3	-3
COCCN(Cc1ccc(C)cc1)C(=O)[C@H]1O[C@@H](n2ccc(=O)[nH]c2=O)[C@H](O)[C@@H]1O	-0.8	-3	·	1	5.0	·	-0.8	0.4	-2	-1.4	-1
Cc1nc2nc(-c3ccc(Cl)cc3)cn2nc1C	6.2*	6	-2.1	i	9.6	-0.4	0.4	5.1	-252	-1.6	7
O=C(/C=C/c1ccco1)NCCc1ccc(F)cc1	-0.1	-2	3.4	-4	-0.1	-1.4	-1.4	2.6	-4	-1.4	-3
CCOc1ccc(-c2nnn(CC#N)n2)cc1OC	-0.5	2	0.1	-8	-0.1	-0.4	-1.4	0.4	-1	1.4	-2
O=C(CNCCc1ccc(Cl)cc1Cl)NCc1ccco1	-0.3	2	2.4	-1	-3.7	1.0	-1.6	-2.5	-3	-0.5	-1
CSc1cccc(CN2CCC(n3nccc3NC(=O)C3CC3)CC2)c1	-0.5	-1	0.5	-5	-2.0	0.2	-1.0	-0.9	0	-0.4	7

Continuation.
SMILES	DAX1 inh-1	SMARCA2 activ	FXN GAA850 act	ADAM10 inh	hgDAF-12 ag	DAX1 inh-2	ssDAF-12 act	hcDAF-12 act	ADAM17 inh	PG9 Ab binder	GC-A act
O=C(c1ccc(S(=O)(=O)c2ccccc2)cc1)N1CCc2ccccc2C1	-0.6	-4	-0.1	-5	-2.8	-0.6	-1.6	-1.3	-5	-0.5	-26
COC(=O)C1CN(Cc2ccccc2)CCS(=O)(=O)N1Cc1ccc(OC)cc1 (stereo not given)	-0.8	1	·	4	0.5	·	-0.9	-2.8	-2	·	-4
Cc1n[nH]c(C)c1NC(=O)c1cc([N+](=O)[O-])ccc1Cl	-0.1	-3	1.0	0	-0.7	2.1	-1.4	-0.7	-2	-0.3	-2
COC(=O)c1ccc(Cl)c(NC(=O)CSc2ncn[nH]2)c1	0.3	0	-1.8	3	0.1	0.2	-1.1	0.1	0	-2.0	-4
CC(CC(=O)Nc1ccc2c(c1)c(=O)n(C)n2Cc1ccc(F)cc1)C(F)(F)F (stereo not given)	-1.6	-3	-1.2	i	-1.1	·	-0.8	-3.7	i	0.2	2
C[C@@H]1OC(c2ccccc2)N(C)[C@H]2C[C@H]3c4[nH]c5cccc(-c6ccccc6)c5c4CCN3C[C@@H]12 (stereo not given in full)	-0.7	-3	·	-93	1.4	·	-1.3	-1.7	-31	·	4
Cc1ccc(S(=O)(=O)C2(C(=O)N3CCCCCC3)CC2)cc1	-0.6	3	-0.2	-4	1.1	-0.1	-0.7	-1.2	-1	-2.0	-3
Cc1ccc(NC(=O)COc2ccc(N3CC(C(N)=O)CC3=O)cc2)c(C)c1 (stereo not given)	0.0	-3	1.3	13	0.7	-0.9	-0.9	-1.0	-1	0.4	1
NS(=O)(=O)c1ccc(CCNC(=O)c2cccnc2)cc1	-0.2	0	-1.7	0	-0.6	-0.7	-1.2	-0.8	0	-0.6	3
O=c1c2ccccc2sc2ccc(NCCCN3CCOCC3)cc12	1.0	7	4.0	-4	7.3	1.1	-1.3	0.4	-4	-15	9
CCn1c(SCC(=O)N2CCCc3ccccc32)nnc1-c1ccco1	0.1	3	0.6	-9	0.8	1.0	-1.4	-0.2	-1	1.6	-1
CCN(C(=O)CSc1nc2nc(C)cc(C)n2n1)c1cccc(C)c1	-1.0	2	1.6	0	-0.6	-0.6	-0.8	0.6	-3	-2.7	5
CC(C)(C)c1ccc(C(=O)NC2CCS(=O)(=O)C2)cc1 (stereo not given)	1.0	-2	0.5	8	4.0	2.5	-0.9	-0.3	2	2.3	1
Cc1ccccc1CS(=O)(=O)Cc1ccc(C(=O)NCc2ccccn2)o1	0.1	-1	0.9	-10	-2.3	-0.7	-1.4	-1.2	-4	0.1	3
CCC(c1ccccc1)c1nc(-c2ccccn2)no1 (stereo not given)	0.1	0	0.4	-3	2.6	1.2	-1.2	-1.1	-4	-0.7	-1
CC(=O)c1cccc(NC(=O)NNC(=O)c2ccc(Cl)cc2Cl)c1	-0.6	-6	-2.1	7	-0.8	0.4	-2.2	-0.6	-7	-0.5	-3
Cc1ccc(CN(C)C(=O)c2cc(Br)c(Br)s2)o1	-0.2	0	3.6	-2	-4.6	-0.7	-1.4	-0.4	-6	-0.3	-3
CN(C)c1ccc(NC(=O)Cc2ccccc2)c2ccccc12	-0.7	1	1.9	-195	-1.5	-0.5	0.0	4.5	-87	-1.5	3
COc1ccc(CCNC(=O)CN2CCN(Cc3ccccc3F)C2=O)cc1OC	0.0	-2	-0.2	2	-0.7	2.6	-1.5	-1.9	2	-0.9	1
CCn1c(=O)c(C(=O)NCc2ccc(OC)c(OC)c2)c(O)c2ccccc21	0.2	-3	-0.5	-2	-1.3	0.1	-1.4	-1.4	-4	1.0	4
CCOc1ccc(S(=O)(=O)Nc2ccccc2C(=O)N(C)C2CCN(C)CC2)cc1	1.4	-5	2.4	i	-2.3	0.8	-1.0	-0.2	7	1.1	2

Retrieved by structure from above, five records:
SMILES	DAX1 inh-1	SMARCA2 activ	FXN GAA850 act	ADAM10 inh	hgDAF-12 ag	DAX1 inh-2	ssDAF-12 act	hcDAF-12 act	ADAM17 inh	PG9 Ab binder	GC-A act
CCn1c(=O)c(C(=O)NCc2ccc(OC)c(OC)c2)c(O)c2ccccc21	0.2	-3	-0.5	-2	-1.3	0.1	-1.4	-1.4	-4	1.0	4
CCn1c(SCC(=O)N2CCCc3ccccc32)nnc1-c1ccco1	0.1	3	0.6	-9	0.8	1.0	-1.4	-0.2	-1	1.6	-1
CN(C)c1ccc(NC(=O)Cc2ccccc2)c2ccccc12	-0.7	1	1.9	-195	-1.5	-0.5	0.0	4.5	-87	-1.5	3
Cc1ccccc1CS(=O)(=O)Cc1ccc(C(=O)NCc2ccccn2)o1	0.1	-1	0.9	-10	-2.3	-0.7	-1.4	-1.2	-4	0.1	3
O=C(c1ccc(S(=O)(=O)c2ccccc2)cc1)N1CCc2ccccc2C1	-0.6	-4	-0.1	-5	-2.8	-0.6	-1.6	-1.3	-5	-0.5	-26

Taken from the listing (2 entries):
SMILES	DAX1 inh-1	SMARCA2 activ	FXN GAA850 act	ADAM10 inh	hgDAF-12 ag	DAX1 inh-2	ssDAF-12 act	hcDAF-12 act	ADAM17 inh	PG9 Ab binder	GC-A act
O=C(c1ccc(S(=O)(=O)c2ccccc2)cc1)N1CCc2ccccc2C1	-0.6	-4	-0.1	-5	-2.8	-0.6	-1.6	-1.3	-5	-0.5	-26
COC(=O)C1CN(Cc2ccccc2)CCS(=O)(=O)N1Cc1ccc(OC)cc1 (stereo not given)	-0.8	1	·	4	0.5	·	-0.9	-2.8	-2	·	-4

Screening results: PubChem BioAssay, several laboratories
